# High-throughput results as filed in PubChem.
# Pemphigus Ab inh = human desmoglein-3 autoantibody binding inhibition; P32926; AID 588358; 310,000 tested, 0.48% active; binding (percent of control), % at 10 µM; DSG3-coupled beads, scFv-anti-DSG3-GFP binding, flow cytometry; stronger effect = lower value;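 active = binding more than 3 SD below its plate's average and above zero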;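 note: hits lower antibody fragment binding to DSG3; some compounds called inactive have numbers as strong as hits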
# phage Ecoli inh = E. coli growth loss with phage present; 360,000 tested, 0.26% active; growth absorbance; inhibition, % at 11.9 µM; in the data active = inhibition above about 11%
# AddAB inh = less growth of phage-infected E. coli with AddAB | AID 435030 | inhibition, % at 11.9 µM | 330,000 tested, 0.29% active | E. coli expressing H. pylori AddAB, absorbance growth; in the data active = inhibition above about 12%;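 note: 0% = vehicle wells of infected cells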
# OPRM1-OPRD1 inv = inverse agonist of human OPRM1-OPRD1 heterodimerization. cell-based MOR-DOR heterodimer luminescence, inverse agonism. 340,000 tested, 0.21% active. P35372+P41143. inhibition, % at 9.3 µM; in the data active = inhibition above about 22%, passing the limit was not always enough;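 note: 0% = cells with DMSO and 100% = wells without cells with DMSO; values of inactives mirror those of a sister screen read the other way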
# Target sequence (P35372 whole entry, looked up): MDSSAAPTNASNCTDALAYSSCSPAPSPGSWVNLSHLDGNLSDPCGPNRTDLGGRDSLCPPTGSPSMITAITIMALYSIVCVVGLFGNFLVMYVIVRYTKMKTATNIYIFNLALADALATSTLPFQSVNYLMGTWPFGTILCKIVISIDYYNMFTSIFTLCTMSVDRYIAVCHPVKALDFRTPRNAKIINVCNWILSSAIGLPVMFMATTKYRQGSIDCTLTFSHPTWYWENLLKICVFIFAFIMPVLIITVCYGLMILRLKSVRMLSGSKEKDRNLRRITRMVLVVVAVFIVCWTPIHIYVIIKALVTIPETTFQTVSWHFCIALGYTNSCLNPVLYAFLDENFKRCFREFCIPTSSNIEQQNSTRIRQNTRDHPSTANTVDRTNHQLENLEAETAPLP
# Target sequence (P41143 whole entry, looked up): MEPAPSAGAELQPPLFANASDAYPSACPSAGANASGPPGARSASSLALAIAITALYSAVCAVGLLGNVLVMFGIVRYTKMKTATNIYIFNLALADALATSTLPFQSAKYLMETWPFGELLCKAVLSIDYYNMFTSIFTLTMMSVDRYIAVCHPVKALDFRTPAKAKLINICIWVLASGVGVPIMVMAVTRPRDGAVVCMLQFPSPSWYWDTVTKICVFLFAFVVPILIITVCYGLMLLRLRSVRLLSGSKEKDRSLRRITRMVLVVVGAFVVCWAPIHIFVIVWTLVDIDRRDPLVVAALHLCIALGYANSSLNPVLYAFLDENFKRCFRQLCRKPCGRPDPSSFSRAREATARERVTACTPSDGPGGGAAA
# MOR-DOR ag = OPRM1-OPRD1 heterodimerization agonism; P35372+P41143; cells, luminescence; activation, % at 9.3 µM; 340,000 tested, 0.3% active; AID 504326; in the data active = activation above about 18%;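 note: 0% = vehicle-treated cells and 100% = reference agonist; values of inactives mirror those of a sister screen read the other way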
# SUMO Mot1 rescue = blocks SUMOylation pathway, rescuing yeast Mot1-301 growth; S. cerevisiae Mot1-301 growth rescue, ATP luminescence, 38.5C; percent above DMSO median, 100 means doubled; growth rescue, % at 18.8 µM; 320,000 tested, 1% active; AID 2716;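 active = every valid replicate shows activation above 250% relative to neutral control wells; inactive = the rest, any valid replicate at or below 250%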;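 note: OY570 slx delta 5 strain wells were the positive control but not used for scaling; some compounds called inactive have numbers as strong as hits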
# Tat export inh = blocks Tat-dependent protein export in E. coli. E. coli MC4100 TorA-mCherry Tat export, fluorescence. inhibition, % at 10 µM. 340,000 tested, 0.036% active;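 active = mean replicate inhibition at least 50% and at least half of replicates individually reaching 50%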;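 note: exported cargo escapes ClpAP degradation while cytoplasmic cargo is degraded and loses fluorescence; 0% = median of neutral control wells and 100% = median of NaSCN control wells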
# Arrestin-AP2 inh = blocks beta-arrestin peptide binding to AP2 adaptin | FITC-arrestin peptide / GST-AP2 beads, flow cytometry; AP2 beta2 appendage carries R879A mutation | 340,000 tested, 0.31% active | inhibition, % at 10 µM | AID 504490;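 active = inhibition above a set limit, near 3 SD of compounds lacking own fluorescence, cut at about 54% in these data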;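 note: plate controls were DMSO wells for no effect and 5 µM unlabelled arrestin peptide for full effect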
#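 System: GST-tagged AP2 beta2-adaptin appendage (R879A) on 4 µm glutathione beads / Reagent: FITC-arrestin peptide, 50 nM / Detection: HyperCyt-sampled flow cytometry, FL1 channel, ex 488/em 535 nm / Timing: 12 min plus 1 h, RT / Buffer or medium: PBS plus Tween 20 (0.05%) and BSA (0.1%)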
# PfHsp90 yeast 2 = growth inhibition of yeast expressing Plasmodium Hsp90. AID 504621. S. cerevisiae expressing PfHsp90, BacTiter-Glo ATP, 48 h; yeast lacking PDR1 and PDR3 efflux regulators. inhibition, % at 9.4 µM. 310,000 tested, 0.32% active;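 active = every replicate shows inhibition above about 80%, whatever the replicate mean, limit read from the data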;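 note: 0% = DMSO neutral controls and 100% = 20 µM radicicol positive controls; yeast relying on Plasmodium falciparum Hsp90 in place of its own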
# E coli growth = counter-screen for AddAB inhibitors: E. coli growth inhibition; E. coli V3065 growth, OD600 absorbance, 18 h; inhibition, % at 11.9 µM; 330,000 tested, 0.27% active;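 active = inhibition above the campaign's mean inhibition across all tested compounds plus 3 SD, cut at about 9.9% in these data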;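 note: uninfected addAB+ strain grown without phage in ampicillin broth; 0% = DMSO wells and 100% = ciprofloxacin 0.95 µg/ml wells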
# PKA-R1A act = PKA-R1A complex activation | activation, % at 11.4 µM | PKA-R1A dissociation, Cy5-IP20 fluorescence polarization; scaled: DMSO 0%, 113 µM cGMP 100% | 340,000 tested, 0.083% active;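 active = percent activation above the mean of all tested compounds plus 3 SD, cut at about 19% in these data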;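 note: higher means more PKAc released from R1A so a rise in polarization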
# Numbers without * were called inactive; . = not tested or not shown.
SMILES,Pemphigus Ab inh,phage Ecoli inh,AddAB inh,OPRM1-OPRD1 inv,MOR-DOR ag,SUMO Mot1 rescue,Tat export inh,Arrestin-AP2 inh,PfHsp90 yeast 2,E coli growth,PKA-R1A act
COc1ccc(S(=O)(=O)N(C)CC(=O)Nc2ccccc2C(F)(F)F)cc1Cl,97,1.3,4.2,-4,0.7,17,3,-2,9,1.8,5
O=c1c2ccccc2ncn1CCOCCOc1cccc(Br)c1,98,3.0,2.8,11,-1.8,180,6,-10,-19,-0.1,-15
O=C(Nc1cccc(-c2cnc3ccccc3n2)c1)c1ccccc1,102,1.4,0.0,14,-2.7,36,3,-4,-8,-2.7,-18
Cc1cccc(C(CC(=O)O)n2cccc2)c1 (centres undefined),.,7.2,2.4,4,-0.7,-17,-1,6,18,1.3,-1
c1cc2c3c(cccc3c1)C(N1CCCCC1)=N2,103,.,2.3,3,-0.8,4,-18,2,15,-0.3,-5
Cc1ccc(C)c(SCC(=O)OC/C(O)=C(\C#N)c2nc3ccccc3[nH]2)c1,84,-0.7,.,-50,9.7,.,2,13,5,.,1
COc1cccc(CNC(=O)CN2C(=O)COc3ccc(S(=O)(=O)N4CCCCC4)cc32)c1,.,0.1,3.2,3,-0.5,-2,-5,33,-2,-0.5,2
O=C(NCc1ccco1)/C(=C\C=C\c1ccccc1)NC(=O)c1ccccc1Br,112,3.6,0.8,21,-4.4,36,-3,-4,23,-0.5,-10
COC(=O)C1C(=O)C2=C(CC1C)Nc1ccccc1NC2c1ccc(C)s1 (centres undefined),105,4.3,1.4,8,-1.1,-6,-8,-6,-11,0.9,-3
CCC(=O)Nc1cccc(-c2cnc3ccccc3n2)c1,101,3.6,4.4,15,-3.1,.,1,4,-14,-1.1,-5
O=C(c1ccccc1[N+](=O)[O-])N1CC2C3C=CC(C3)C2C1 (centres undefined),108,4.4,-0.6,17,-3.5,418,-1,0,-30,-2.4,2
Brc1ccc(-c2noc(CCc3ccccc3)n2)cc1,99,1.0,2.7,8,-1.6,9,-3,15,-2,2.5,0
CC(C)C[C@H](NC(=O)NC(C)C)C(=O)O,100,1.0,1.4,6,-1.2,363,-2,-11,-10,-0.9,-2
COc1ccc(N2CCN(C(=O)COC(=O)c3c(-c4ccccc4)noc3C)CC2)cc1,125,0.7,1.8,6,-1.6,185,-3,-10,-19,0.3,-15
CC1(C)CC(C)(O)P(=O)(c2ccccc2)O1 (centres undefined),104,3.0,2.1,21,-4.7,4,4,26,.,1.0,-4
O=C(NNC(=O)C12CC3CC(CC(Cl)(C3)C1)C2)c1csc(N2CCOCC2)n1,108,0.2,4.6,7,-1.3,69,21,-2,6,0.3,-7
Cc1cc([N+](=O)[O-])nn1CCCC(=O)Nc1cc(Oc2ccccc2)cc([N+](=O)[O-])c1,97,1.8,2.7,-42,7.0,5,7,3,19,2.2,-4
Cc1ccc(S(=O)(=O)N2CCC(C(=O)NCCCn3ccnc3)CC2)cc1,118,1.1,0.0,5,-0.9,1,7,2,-12,-1.2,6
CC1Cc2ccccc2N1C(=O)c1cnsn1 (centres undefined),.,1.3,-1.6,5,-1.0,1,-3,4,13,-3.5,3
O=C(c1ccc(N2CCCC2=O)cc1)N1CCN(c2ccc(Cl)cc2)CC1,112,-0.6,1.9,-13,3.1,-14,-8,-9,30,1.8,9
CC1C/C(=C/c2ccccn2)C(=O)/C(=C/c2ccccn2)C1 (centres undefined),84,.,0.1,1,-0.2,19,27,-1,7,-0.3,-5
CN(C)/C=N/c1cc(=O)n(Cc2ccccc2)c(=O)n1C,98,-0.2,-1.3,2,-0.4,-20,1,.,5,-0.2,2
O=C(O)CCn1c(SCCc2ccccc2)nc2ccccc21,.,4.4,0.0,19,-4.0,-3,-5,25,-14,-0.7,-6
CCN(CC)c1ccc(S(=O)(=O)N2CCCCC2)cc1NC(=O)C1CSC2(C)CCC(=O)N12 (centres undefined),105,1.3,1.3,2,-0.6,0,21,-2,-24,-4.2,-2
Cn1c(=O)n(C)c2cc(NC(=O)c3ccc(F)cc3)c(Br)cc21,101,6.4,1.0,5,-1.0,1,-6,1,-1,1.8,3
Cc1ccc(NC(=O)c2c(C(=O)Nc3ccccc3)sc3nc(C)cc(=O)n23)cc1,98,3.2,-0.2,12,-2.3,2,-6,18,4,-2.4,-15
CC(=O)Nc1cccc(NC(=O)CSc2nccn2Cc2ccccc2)c1,.,1.2,4.0,4,-0.7,-15,-4,45,21,0.5,7
CN(C)CCCOc1cccc(Cl)c1,101,2.7,1.4,6,-1.1,34,2,14,-16,-1.0,-5
O=C(CN1CCC(n2nnc3cc(C(F)(F)F)ccc32)CC1)NCc1cccs1,97,2.2,1.1,9,-1.5,13,0,22,-31,-0.2,2
CCOc1ccc(Nc2cc(C)nc3nc(C)nn23)cc1,85,2.7,1.8,17,-3.4,-11,6,16,-19,2.7,-6
COc1cc(C)ccc1OCC(=O)Nc1ccccc1N1CCOCC1,.,0.9,1.4,15,-4.0,14,8,-5,24,-1.2,-17
O=C(/C=C/c1ccccc1)NCC(=O)N/N=C\c1cccnc1,105,2.0,0.2,0,0.0,51,6,14,14,-0.9,9
COc1ccc(NC(=O)c2sccc2OS(=O)(=O)N(C)C)cc1,120,3.2,0.5,17,-2.9,1,-11,-2,-45,-2.1,9
CN(C)CCN(C(=O)CN1C(=O)c2ccccc2C1=O)c1nc2cc3c(cc2s1)OCO3,121,3.0,5.2,8,-1.5,172,1,-2,-15,0.5,3
Fc1ccccc1-c1nc2ccccc2[nH]1,102,-0.5,6.2,12,-2.7,-11,1,31,35,-1.8,0
O=C1c2ccccc2NC(c2ccc(-c3ccc(Br)cc3)o2)N1O (centres undefined),100,23*,24*,1,-0.3,-1,-26,0,125*,24*,4

# Reformatted tab-delimited: 3 of the compounds above
canonical_smiles	Pemphigus Ab inh	phage Ecoli inh	AddAB inh	OPRM1-OPRD1 inv	MOR-DOR ag	SUMO Mot1 rescue	Tat export inh	Arrestin-AP2 inh	PfHsp90 yeast 2	E coli growth	PKA-R1A act
CC(=O)Nc1cccc(NC(=O)CSc2nccn2Cc2ccccc2)c1	.	1.2	4.0	4	-0.7	-15	-4	45	21	0.5	7
CN(C)CCCOc1cccc(Cl)c1	101	2.7	1.4	6	-1.1	34	2	14	-16	-1.0	-5
O=C(CN1CCC(n2nnc3cc(C(F)(F)F)ccc32)CC1)NCc1cccs1	97	2.2	1.1	9	-1.5	13	0	22	-31	-0.2	2

# The listing picks up, starting three compounds before the break.
SMILES,Pemphigus Ab inh,phage Ecoli inh,AddAB inh,OPRM1-OPRD1 inv,MOR-DOR ag,SUMO Mot1 rescue,Tat export inh,Arrestin-AP2 inh,PfHsp90 yeast 2,E coli growth,PKA-R1A act
CN(C)CCN(C(=O)CN1C(=O)c2ccccc2C1=O)c1nc2cc3c(cc2s1)OCO3,121,3.0,5.2,8,-1.5,172,1,-2,-15,0.5,3
Fc1ccccc1-c1nc2ccccc2[nH]1,102,-0.5,6.2,12,-2.7,-11,1,31,35,-1.8,0
O=C1c2ccccc2NC(c2ccc(-c3ccc(Br)cc3)o2)N1O (centres undefined),100,23*,24*,1,-0.3,-1,-26,0,125*,24*,4
O=c1oc(-c2cccs2)nc2ccc(Br)cc12,121,0.7,3.5,11,-1.8,-14,-10,-1,-31,1.3,4
Cc1cc2nc(-c3cccnc3SCC(=O)NCc3ccco3)[nH]c2cc1C,100,2.2,-0.2,8,-1.4,-19,10,4,.,-1.7,0
COc1ccc(CCNC(=O)C2CCN(S(=O)(=O)c3cc(OC)ccc3OC)CC2)cc1,107,2.5,-1.9,16,-2.8,-8,4,-2,3,0.0,-3
COc1ccc(NC(=O)c2cc(C)n(Cc3cccs3)c2C)cc1,96,2.5,-1.9,.,.,9,-1,20,2,0.6,.
CC1(c2ccccc2Cl)NC(=O)N(CC(=O)Nc2cccnc2Cl)C1=O (centres undefined),90,6.1,-1.4,4,-0.6,1,-9,47,.,2.2,1
Cc1ccc(CNC(=O)C2CCN(S(=O)(=O)N3CC(C)CC(C)C3)CC2)cc1 (centres undefined),96,2.2,3.6,13,-2.4,-7,-1,-8,3,-0.6,6
O=C(NC1CCCCCC1)C1CCN(C(=O)Cc2ccccc2)CC1,99,3.1,4.3,9,-1.6,-1,1,4,-13,2.0,5
c1ccc(C2=Nc3ccccc3OC2)cc1,99,0.9,0.5,4,-0.8,.,3,0,2,-3.7,-9
Cc1ccc(S(=O)(=O)Nc2cc(=O)[nH]c(SCc3ccc(Cl)cc3)n2)cc1,100,1.6,-3.8,-18,3.4,-3,0,-2,-7,-2.6,-9
COc1ccc(Cl)cc1S(=O)(=O)N(C)CC(=O)NCc1ccccn1,97,-1.9,-2.9,8,-1.0,24,-3,-9,-22,-0.2,-8
CC(C)Oc1c(Cl)cc(CNC(C)(C)CO)cc1Cl,101,2.8,-1.6,-2,0.3,0,2,20,-42,-0.1,12
CCOC(=O)c1nn(-c2ccc(F)cc2)c(=O)c(C#N)c1C,111,-1.3,3.8,-2,0.3,-14,3,9,6,0.6,1
COc1cccc2[nH]c3c(=O)[nH]cnc3c12,108,3.0,.,12,-2.5,1,0,-11,9,.,-8
COc1cccc(CC2(CO)CCN(S(=O)(=O)N(C)C)CC2)c1,116,4.9,2.3,8,-1.5,-2,20,20,0,2.0,-2
Cc1ccc(S(=O)(=O)Nc2ccc3nc(C)sc3c2)cc1,108,.,1.8,-2,0.3,-30,5,22,25,1.6,8
Cn1ccc(NC(=O)Nc2cccc([N+](=O)[O-])c2)n1,108,3.3,0.8,.,.,-14,-5,15,5,0.4,.
CC(C)Oc1ccc(CC(=O)NNC(=S)Nc2ccc(Br)cc2)cc1,92,6.6,1.0,6,-1.0,-11,-4,4,-57,1.2,6
Cc1ccccc1NC(=O)c1cc2c(C)nc3ccccc3c2o1,90,3.7,2.7,-9,1.2,-6,-3,.,-5,-1.4,2
Cc1ccc(NS(=O)(=O)c2ccc(OCC(=O)NCc3cccnc3)cc2)cc1,119,-0.2,4.2,8,-1.5,6,9,5,-4,-1.2,1
Cc1nn(C)c(C)c1S(=O)(=O)N1CCCC(C(=O)NCC2COc3ccccc3O2)C1 (centres undefined),109,0.1,4.8,5,-1.0,9,7,5,.,2.2,1
COc1ccc(-c2csc(N(CC3CCCO3)C(=O)c3cccs3)n2)cc1 (centres undefined),95,2.3,3.8,-20,4.0,216,5,8,.,1.8,-12

# No enrichment for hits; any-hit rate near 2.8%.
